NCI-60 one-dose screen, 48 h, at 10 µM unless noted. Numbers give growth in % (100 = growth as untreated, 0 = no growth, -100 = all killed).
U251: U251 CNS tumor cells. actives 5.4% (n = 80,000)
PC-3: PC-3 prostate cancer cells. AID 1794754. actives 3.9% (n = 80,000)
SF-268: SF-268 CNS cancer cells. actives 3.1% (n = 82,000). AID 1794759
786-0: 786-0 renal cancer cells; actives 5.1% (n = 81,000); AID 1794775
SN12C: SN12C renal cancer cells | actives 3.8% (n = 81,000) | AID 1794767
DU-145: DU-145 prostate cancer; actives 4.2% (n = 81,000); AID 1794760
UO-31: UO-31 renal cancer; actives 5.2% (n = 81,000); AID 1794768
SF-295: SF-295 CNS cancer cells; AID 1794758; actives 5.6% (n = 79,000)
SF-539: SF-539 CNS cancer. actives 6.8% (n = 81,000)
The depositor's hits bear a star; . = no result given; & = joins results of further samples; ! = a repeat was not active; [ ] = dose if it differs, or a comment. Rule for the calls: active = growth percent below 10; inactive = the rest. Only part of the results is shown; the hit share may differ from the screen's.

SMILES	U251	PC-3	SF-268	786-0	SN12C	DU-145	UO-31	SF-295	SF-539
C[C@]12CC[C@H]3[C@@H](C[C@@H]4SC(N)=N[C@@]45CC(=O)CC[C@]35C)[C@@H]1CCC2=O	113	96	93	100	97	101	74	96	98
S=C=Nc1cccc2ccccc12	109	83	106	99	104	109	71	96	116
NC(N)=N/N=C\c1c[nH]c2ccc(Br)cc12	33	72	65	79	68	96	86	80	84
OC1CN2CCC[C@@H](O)[C@@H]2C1O (some centres undefined)	.	90	107	91	98	110	89	.	106
C/C=C1/CN2CCC1CC2C(O)c1ccnc2ccc(OCCO)cc12 (centres undefined)	114	94	104	108	112	108	91	98	111
O=C1CCN(C(=O)c2ccccc2)CC1	105	102	110	103	106	111	91	100	107
C=CCOC(=O)C(Br)CC (centres undefined)	101	95	106	106	111	108	95	109	100
O=C(OC(C[N+](=O)[O-])C(Cl)(Cl)Cl)c1ccc(Cl)c(Cl)c1 (centres undefined)	86	96	111	96	98	110	79	100	103
O[C@@]12C[C@@H]([C@H]3CO[C@@H]1O3)n1ncnc1N2	101	101	105	101	100	113	85	96	94
Oc1cc(Br)c(Br)cc1O	72	92	84	.	98	94	70	104	84

Entries of single compounds from above. Order of values: U251 | PC-3 | SF-268 | 786-0 | SN12C | DU-145 | UO-31 | SF-295 | SF-539
OC1CN2CCC[C@@H](O)[C@@H]2C1O (some centres undefined) is listed as . | 90 | 107 | 91 | 98 | 110 | 89 | . | 106
C/C=C1/CN2CCC1CC2C(O)c1ccnc2ccc(OCCO)cc12 (centres undefined) is listed as 114 | 94 | 104 | 108 | 112 | 108 | 91 | 98 | 111

Next compounds follow.
SMILES	U251	PC-3	SF-268	786-0	SN12C	DU-145	UO-31	SF-295	SF-539
N#C[Se]CCN1C(=O)C2C(C1=O)[C@H]1C=C[C@@H]2S1 (some centres undefined)	-57*	5.4*	-45*	-30*	-19*	-33*	-91*	-35*	-71*
O=c1cc(CCl)occ1O	102	109	105	115	113	109	84	107	101
O=P1(c2ccccc2)CC=CC1	102	101	115	107	95	118	90	102	91
O=[N+]([O-])c1c(Br)sc(Br)c1[N+](=O)[O-]	-31*	67	86	-36*	30	47	-66*	99	-12*
CC12CCC(=O)C=C1CC(N1CC1)C1C2CCC2(C)C(O)CCC12 (centres undefined)	53	82	74	99	87	49	64	13	70
CC(=O)Nc1ccc([N+](=O)[O-])c(C(F)(F)F)c1	107	91	110	112	95	121	72	99	99
CCOP(=O)(NCc1ccco1)OCC	106	97	103	103	93	113	81	111	105
CC(C)(C)NC(=O)CCl	107	91	105	102	108	110	101	101	111
CCOP(=O)(NCCCOC)OCC	101	102	106	99	110	118	90	96	104
CCC1CN1P1(=O)OCC(C)([N+](=O)[O-])CO1 (centres undefined)	97	100	106	106	95	116	90	129	101
CCN(CC)CCOC(=O)C(OC(C)C)(c1ccccc1)c1ccccc1	101	84	93	88	106	99	79	109	111
CC1=C(CCCNS(C)(=O)=O)C2=C(C)C3(CC3)[C@@](C)(O)C(=O)C2=C1	1.8*	6.6*	8.4*	-18*	8.8*	4.1*	-33*	2.7*	-39*
CC12CC(O)C3C(CCC4=CC(=O)CCC43C)C1CCC2=O (centres undefined)	102	99	109	104	103	131	105	125	103
Cc1cc2c(cc1-c1cccc(/C=C/C(=O)O)c1)C(C)(C)CCC2(C)C	59	58	71	87	75	98	67	75	77
O=Nc1c(O)[nH]c(=O)[nH]c1=O	104	93	108	101	96	115	85	93	99
O=C(CN1CCCCC1)c1ccc(Cl)c(Cl)c1	96	104	98	89	95	101	91	99	95
O=S1(=O)OCCO1	105	100	98	101	93	104	.	98	95
CCCCCNCC(O)c1ccc(Cl)c(Cl)c1 (centres undefined)	100	98	103	100	104	112	84	85	102
COc1ccc(/C=C\c2cc(OC)c(OC)c(OC)c2)cc1OCC(=O)Nc1nc2ccc(OC(F)(F)F)cc2s1	26	34	46	93	50	6.6*	25	41	14
C=CCN=C1N[C@]23CC(=O)CC[C@]2(C)[C@H]2CC[C@]4(C)C(=O)CC[C@H]4[C@@H]2C[C@@H]3S1	103	94	98	107	92	95	84	98	97
CCCCC1C(=O)NC(=S)N(C)C1=O (centres undefined)	100	95	103	110	91	104	87	103	94
CC(C)(NC(=O)O[C@@H]1CN2CCC1CC2)c1csc(-c2cccc(O)c2)n1	100	102	82	99	102	103	90	99	100
COc1cccc2c1C(=O)c1c(O)c3c(c(O)c1C2=O)CC(O)(/C(C)=N/NC(=O)CCC(=O)N/N=C(\C)C1(O)Cc2c(O)c4c(c(O)c2C(OC2CC(N)C(O)C(C)O2)C1)C(=O)c1c(OC)cccc1C4=O)CC3OC1CC(N)C(O)C(C)O1 (centres undefined)	-27*[5 µM]	-19*[5 µM]	-17*[5 µM]	-14*[5 µM]	-5.2*[5 µM]	-31*[5 µM]	-8.0*[5 µM]	-33*[5 µM]	-39*[5 µM]
NC(=O)Cc1ccccc1	97	101	94	108	105	103	84	100	106
O=C(NCCOc1ccc([N+](=O)[O-])cc1Cl)Nc1ccc(S(=O)(=O)F)cc1	87	65	94	71	92	96	61	.	89
ClCc1cc(Cl)c(Cl)cc1Cl	103	99	105	97	106	110	87	97	103
NNCc1ccccc1	99	94	103	104	102	111	76	100	99
CCOC(=O)/C(=C\c1ccc(C(F)(F)F)cc1)[Se]c1ccccc1	102	95	103	105	99	110	95	102	105
C/C(=C\c1ccc(Cl)c(Cl)c1)[N+](=O)[O-]	-24*!	-35*!	-19*!	95&46	-43*!	8.5*!	-84*!	94	100&96
C/C1=C\[C@H](C)C[C@H](C)OC(=O)C[C@H](c2ccc(O)cc2)NC(=O)[C@@H](Cc2c(Br)[nH]c3ccccc23)N(C)C(=O)[C@H](C)NC(=O)[C@@H](C)C1	-51*	-60*	-30*	-56*	14	-16*	-92*	-61*	-37*
COc1cc2c(c(Br)c1OC)[C@@H]1N(CC2)C(=O)c2ccccc2[C@]1(C)C(=O)O	103	100	101	103	100	105	93	108	98
CCC/C=C\CC/C=C/C=C/[C@H]1CCC[C@@H](CCCCO)N1	92	93	99	100	110	106	94	108	101
Cc1ccc(C(OC2CC3CCC(C2)N3C)c2ccccc2)cc1 (centres undefined)	88	71	91	79	96	86	67	96	98
CC(C)C1NCCc2cc(O)c(O)cc21 (centres undefined)	99	94	105	102	102	108	88	97	100
CC(=O)OC1CCC2(C)C(=CCC3C4CC(CN5CC5)C(=O)C4(C)CCC32)C1 (centres undefined)	.	88	101	88	100	81	34	95	98
Cc1cccc(N(C)c2cccc3c2C(=O)[Se]C3)c1C	47	67	52	78	85	35	23	21	56
CC12CCC3C(C/C(=N\OC(=O)c4ccc(N(CCCl)CCCl)cc4)C4=CC(=O)CCC43C)C1CCC2=O (centres undefined)	70	52	47	62	78	103	56	79	85
CN1CC(=O)[C@H]2C[C@]23c2cccc4[nH]cc(c24)C[C@@H]13	102	95	107	93	90	112	80	106	92
COC(=O)CC12CC(NC(=O)c3csc([C@@H](C[C@H](C(C)C)N(C)C(=O)[C@@H](NC(=O)[C@H]4CCCCN4C)C(C)C)OC(C)=O)n3)(C1)C2	17	30	26	12	25	14	55	-7.3*	-13*
CC(N)CCc1ccccc1 (centres undefined)	96	96	97	97	96	128	94	104	94
NC(=O)C(Br)c1ccccc1 (centres undefined)	87	94	80	107	89	103	102	97	109
CCOP(=O)(CC=O)OCC	105[100 µM]	97[100 µM]	108[100 µM]	95[100 µM]	114[100 µM]	115[100 µM]	99[100 µM]	104[100 µM]	116[100 µM]
C1CCC([PH+](C2CCCCC2)C2CCCCC2[PH+](C2CCCCC2)C2CCCCC2)CC1.O=C(C1[CH-]CCCC1)C1CCCC[N-]1.[Au] (centres undefined)	-84*	-6.8*	-29*	-77*	-52*	-39*	-88*	-47*	-88*
O=CNC(O)C(Cl)(Cl)Cl (centres undefined)	94	94	106	104	103	113	101	.	92
Oc1ccccc1CNCCc1ccccc1	102	99	102	102	105	107	81	103	108
CCSP(=S)(SCC)SCC	103	105	105	90	105	107	103	99	94
c1ccc2sc(SNC3CCCCC3)nc2c1	104	83	90	96	89	105	66	102	93
CN(Cc1cccnc1)N=O	97	96	96	107	102	108	85	102	97
O=C(NC(=O)c1c(F)cccc1F)Nc1cc(Cl)c(OC(F)(F)C(F)C(F)(F)F)cc1Cl (centres undefined)	92	77	94	94	88	97	87	79	92
CCC(CO)NC(=O)C1C=C2c3cccc4[nH]cc(c34)CC2N(C)C1 (centres undefined)	101	96	106	97	102	117	91	216	104

(continued)
SMILES	U251	PC-3	SF-268	786-0	SN12C	DU-145	UO-31	SF-295	SF-539
CC(C)CCC1(CCO)C(=O)NC(=O)NC1=O	102	93	108	98	103	110	93	98	100
C=CCCN=C=S	74	92	74	94	58	57	78	92	.
CC(C)CC1N=C(NN=C2CCCCC2)SP1(=O)NNc1ncccn1 (centres undefined)	93	100	102	97	101	107	96	103	108
ClC1=C(Cl)[C@@]2(Cl)[C@H]3[C@H]4C[C@H]([C@@H]5O[C@H]45)[C@H]3[C@@]1(Cl)C2(Cl)Cl	95	78	94	96	100	96	72	69	105
C/C(CCl)=N/NC1=NC(C)(CCC2(C)N=C(N/N=C(/C)CCl)SP2(=O)NC23CC4CC(CC(C4)C2)C3)P(=O)(NC23CC4CC(CC(C4)C2)C3)S1 (centres undefined)	100	73	.	95	91	105	.	91	99
CNC(Cc1ccccc1)c1ccc2c(c1)CCCC2 (centres undefined)	108	82	90	91	93	103	71	103	99
O=C(c1cccc(C(=O)N2CC2)c1)N1CC1	95	97	102	107	128	106	97	107	.
O=P(NC1CCCCC1)(Oc1ccccc1)Oc1ccccc1	97	74	101	97	101	115	62	95	103
CCOC(=O)c1cncn1C(C)c1ccccc1 (centres undefined)	100	98	113	97	102	120	81	104	107
COc1ccc2c(c1)c(C(=O)O)c(Cl)n2Cc1ccc(Cl)cc1	103	90	101	96	93	108	70	97	98

An excerpt from above in order of length of the SMILES, low to high.
SMILES	U251	PC-3	SF-268	786-0	SN12C	DU-145	UO-31	SF-295	SF-539
CCCCCNCC(O)c1ccc(Cl)c(Cl)c1 (centres undefined)	100	98	103	100	104	112	84	85	102
O=C(CN1CCCCC1)c1ccc(Cl)c(Cl)c1	96	104	98	89	95	101	91	99	95
NC(N)=N/N=C\c1c[nH]c2ccc(Br)cc12	33	72	65	79	68	96	86	80	84
CC(C)(NC(=O)O[C@@H]1CN2CCC1CC2)c1csc(-c2cccc(O)c2)n1	100	102	82	99	102	103	90	99	100
C1CCC([PH+](C2CCCCC2)C2CCCCC2[PH+](C2CCCCC2)C2CCCCC2)CC1.O=C(C1[CH-]CCCC1)C1CCCC[N-]1.[Au] (centres undefined)	-84*	-6.8*	-29*	-77*	-52*	-39*	-88*	-47*	-88*
COc1cccc2c1C(=O)c1c(O)c3c(c(O)c1C2=O)CC(O)(/C(C)=N/NC(=O)CCC(=O)N/N=C(\C)C1(O)Cc2c(O)c4c(c(O)c2C(OC2CC(N)C(O)C(C)O2)C1)C(=O)c1c(OC)cccc1C4=O)CC3OC1CC(N)C(O)C(C)O1 (centres undefined)	-27*[5 µM]	-19*[5 µM]	-17*[5 µM]	-14*[5 µM]	-5.2*[5 µM]	-31*[5 µM]	-8.0*[5 µM]	-33*[5 µM]	-39*[5 µM]

From PubChem BioAssay
